# HCMV inh – qHTS Assay for inhibitors of the human cytomegalovirus (HCMV). hit rate 4.5% among 410,000. AID 1259415, 2018. HFF cells, HCMV-luciferase reporter, 72 h; active compounds read low. activity change, negative = inhibition, % at 57.5 µM; in the data active = activity change below about -60%; inconclusive = no clear call, values can overlap the other calls; inactive = above about -39%
#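 After 16 h attachment at 37C, HFF cells received test compound and HCMV-luciferase (1 PFU/cell); reporter luminescence read 72 h later, data normalized against buffer-only and known inhibitor Salinomycin.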
# AMA1 RON2 block – qHTS for Inhibitors of AMA1-RON; Towards Development of Antimalarial Drug Lead: Primary Screen. Plasmodium falciparum AMA1 (3D7) - RON2 peptide interaction. AlphaScreen AMA1-biotinylated RON2 peptide binding. Potency, µM (doses to about 58.2 µM), inactives show top-dose activity change, negative = inhibition, hits mostly inhibitors. hit rate 0.2% among 360,000; active = well fitted inhibition curve with a large enough effect; inconclusive = small, poorly fitted or top-dose-only effect; inactive = no such curve, though single readings can be large or run the other way;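 note: potency is the fitted concentration of half-maximal effect; 0% = vehicle wells and -100% = peptide control; nearly all actives have a fitted effect of over 45% in size; some results filed as inactive show a strong effect at the top dose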
#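 AMA1 (3D7) with his tag at 25 nM final met compounds first, then biotinylated RON2 peptide at 25 nM; detection used donor plus acceptor beads, 10 µg/mL apiece, read by AlphaScreen after 30 min at room temperature.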
# * marks the source's active call; other numbers are inactive results; u = inconclusive; [ ] = dose if it differs, or a comment. Unless noted, % is set by controls: 0 for no effect and ±100 for the full control effect.
smiles,HCMV inh,AMA1 RON2 block
CCOC(=O)[C@]12CCCC=C1N(Cc1ccco1)C(=O)[C@H](CC(=O)NCc1cccc(C(F)(F)F)c1)C2,-5.1,-13.5%
O=C(OCc1cn([C@@H]2CN(C(=O)c3cccs3)[C@@H](c3ccc(Cl)cc3)C[C@H]2O)nn1)c1ccccc1,15.2,-6.4%
O=C(Nc1ccc(C(O)c2ccccc2)cc1)[C@@H]1O[C@H](CO)[C@@H](O)[C@H]1O (some centres undefined),-12.1,11.6%
Cc1cccc(C)c1-n1nnnc1C(c1ccnc2ccccc12)N1CCN(C(=O)OCc2ccccc2)CC1 (centres undefined),5.5,-6.2%
O=C(NCc1ccncc1)C1Cc2c(-c3ccc4c(c3)OCO4)ccnc2O1 (centres undefined),-13.3,3.8%
CC(C)CN(C(=O)COC(=O)CCSc1ccc(Cl)cc1)c1c(N)n(Cc2ccccc2)c(=O)[nH]c1=O,u,5.2%
O=c1oc2ccccc2c(=O)c2ccccc12,15.0,-3.1%
OC[C@H]1O[C@@H](c2nc(-c3ccc4[nH]ccc4c3)no2)[C@H](O)[C@@H](O)[C@H]1O,38.7,-5.0%
O=C(c1ccc(CNS(=O)(=O)c2ccc(F)cc2)cc1)N1CCCCCC1,9.0,-5.5%
C=C1CCN([C@@H](CC(C)C)C(=O)O)S(=O)(=O)c2ccccc21,-3.1,-2.3%
COc1cc2c(cc1OC)C1CCN3C(=O)CCC3N1CC2 (centres undefined),2.2,-0.8%
O=C(O)CSc1cccnc1Sc1ccc(Cl)cc1,-21.8,-4.0%
CCOC(=O)C(C)Sc1snnc1C (centres undefined),17.4,7.9%
CCCCN(C)C(=O)c1sc(=O)n(Cc2ccccc2F)c1C,-26.6,-1.8%
COc1ccc(C(=O)N2CCC2(C)C(=O)O)cc1C(F)(F)F (centres undefined),12.8,-5.4%
O=NN(CC(=O)NN=CC=Cc1ccccc1)CC(=O)NN=CC=Cc1ccccc1,22.3,93.8%[activator]

# Compounds above containing fluorine (four):
smiles,HCMV inh,AMA1 RON2 block
CCOC(=O)[C@]12CCCC=C1N(Cc1ccco1)C(=O)[C@H](CC(=O)NCc1cccc(C(F)(F)F)c1)C2,-5.1,-13.5%
O=C(c1ccc(CNS(=O)(=O)c2ccc(F)cc2)cc1)N1CCCCCC1,9.0,-5.5%
CCCCN(C)C(=O)c1sc(=O)n(Cc2ccccc2F)c1C,-26.6,-1.8%
COc1ccc(C(=O)N2CCC2(C)C(=O)O)cc1C(F)(F)F (centres undefined),12.8,-5.4%

# Next section
smiles,HCMV inh,AMA1 RON2 block
OC(c1cccc(Cl)c1)c1ncc(-c2ccc(Oc3ccccc3)cc2)[nH]1 (centres undefined),-15.3,-2.0%
CCOC(=O)C1Nc2ccc(OC(F)(F)F)cc2C2C=CCC12 (centres undefined),-20.0,2.9%
COC1=CC(=O)OC(c2cccc([N+](=O)[O-])c2)C1 (centres undefined),-13.9,0.4%
Cc1nc(C(F)(F)F)ccc1C(=O)N1CCC1(C)C(=O)NCc1cccs1 (centres undefined),-9.2,-7.4%
Nc1ccn([C@@H]2O[C@H](C(=O)NCc3ccc4c(c3)OCO4)[C@@H](O)[C@H]2O)c(=O)n1,-4.5,-7.8%
Cc1noc(NS(=O)(=O)c2ccc(NC(=O)c3ccccc3NS(=O)(=O)c3ccc(F)c(F)c3)cc2)c1C,-5.3,-9.8%
O=C([C@H]1O[C@@H](n2ccc(=O)[nH]c2=O)[C@H](O)[C@@H]1O)N1CCC(F)(F)CC1,1.1,0.0%
N#Cc1c(N2CCN(c3ccc([N+](=O)[O-])cc3)CC2)[n+](=O)c2ccc(Cl)cc2n1[O-],4.8,-21.7%
Cc1ccc(C(=O)Nc2ccc(Nc3ccccc3)cc2)cc1Br,34.9,u
O=S1(=O)N[C@H](Cc2ccccc2)COc2cc(N3CCSCC3)ccc21,1.4,-2.9%
O=C(Nc1cccc(F)c1)c1cc(-c2ccco2)nc2ccccc12,47.7,-2.2%
CC(C)[C@@H]1Cc2[nH]c(=S)[nH]c(=O)c2[C@H](C)O1,2.8,77.3%[activator]
Cc1[nH]c2ccccc2c1C(=O)C(=O)NCc1nnnn1-c1ccc(F)cc1,9.8,-8.8%
CC1(C)S[C@@H]2C(C(=O)OCc3ccccc3)NC(=O)N2C1C(=O)OCc1ccccc1 (some centres undefined),-7.6,11.1%
NC(=O)c1ccc(NC(=O)COC(=O)CCC2CCCC2)cc1,50.8,-4.7%
CC(=O)/C=C1\OCc2cc(OCc3ccccc3)ccc21,62.6,-10.4%
Clc1ccccc1CNCCc1c[nH]c2ccccc12,-9.8,-0.8%
S=c1cn[nH]c2ccccc12,64.6,38.7%[activator]
O=C(NN=Cc1ccc2c(c1)OCO2)NN=Cc1ccc2c(c1)OCO2,5.0,1.8%
CCCCC(=O)N(C)c1c(CC)nc2c(OCc3ccc(C#N)cc3)cccn12,u,2.9%
CCOC(=O)N1CCN(C(=O)C2CCC(=O)N(Cc3ccccc3OC)C2)CC1 (centres undefined),0.6,4.5%
CCN(CC)C1Oc2cc3c(cc2C(c2cccc(OC)c2O)C1C)OCO3 (centres undefined),-8.7,-14.4%
CCCCNC(=O)c1nc(-c2cccnc2)oc1-c1ccc(OC(F)(F)F)cc1,-14.2,5.9%
COc1ccc(NC(=O)c2cccc3c(-c4ccc(OC)cc4C)coc23)cc1,-6.1,-6.5%

# Rewritten with each value named: 4 of the compounds above
> Clc1ccccc1CNCCc1c[nH]c2ccccc12
  HCMV inh = -9.8
  AMA1 RON2 block = -0.8%
> CCN(CC)C1Oc2cc3c(cc2C(c2cccc(OC)c2O)C1C)OCO3 (centres undefined)
  HCMV inh = -8.7
  AMA1 RON2 block = -14.4%
> CCCCC(=O)N(C)c1c(CC)nc2c(OCc3ccc(C#N)cc3)cccn12
  HCMV inh = u
  AMA1 RON2 block = 2.9%
> CCOC(=O)N1CCN(C(=O)C2CCC(=O)N(Cc3ccccc3OC)C2)CC1 (centres undefined)
  HCMV inh = 0.6
  AMA1 RON2 block = 4.5%

# Remaining list, next part.
molecule,HCMV inh,AMA1 RON2 block
CC(C)(O)C#Cc1ccc(N2C(c3ccsc3)=Cc3ccc(F)cc3C2c2c[nH]c3ccc(C#N)cc23)cc1 (centres undefined),-20.4,-0.9%
Nc1cc(Br)cc2c1[nH]c(=O)c1ccccc12,12.0,-3.6%
COC(=O)c1cccc(-n2c(C)cc(/C=C3\SC(=O)NC3=O)c2C)c1,37.8,-11.8%
Cc1c(N)ccc(-n2nc3ccccc3n2)c1C,-3.7,1.6%
CCCS(=O)(=O)NC(=O)C1(C)CCCN(C(=O)c2cccc(Cl)c2)C1 (centres undefined),14.3,1.6%
COc1ccccc1Cc1c(C2CCCCC2)nc2c3ccccc3ccn12,28.7,15.5%
Cn1c(NCc2ccccc2F)nc2cc(-c3ccccc3)sc2c1=O,-9.8,10.2%
CCOC(=O)[C@]12CCC=C1N(Cc1ccco1)C(=O)[C@H](CC(=O)N1CCCCC1)C2,4.7,3.8%
O=S(=O)(Nc1ccc(-c2ccc(NS(=O)(=O)c3ccccc3)cc2)cc1)c1ccccc1,-11.2,3.9%
CCn1c(N2CCN(C(c3ccccc3)c3ccccc3)CC2)nc2c1c(=O)[nH]c(=O)n2C,10.5,3.8%
COc1cc(C=NNc2ccccc2[N+](=O)[O-])cc(OC)c1OC,5.4,-9.8%
O=C(NCC1CC1)c1ccc(-n2ccnc2)c2ccoc12,12.7,-25.5%
CCCCn1nnnc1C1(C)CCC(=O)N1Cc1cccc(F)c1 (centres undefined),-10.5,6.9%
O=C(O)C12C3CCC(O3)C1(C(=O)O)C1CCC2O1 (centres undefined),-11.7,-2.9%
C[C@@H]1CN([C@@H](C)CO)C(=O)CCCn2nncc2CO[C@@H]1CN(C)C(=O)c1cc(-c2ccccc2)on1,-11.7,-1.5%
O=C1NC[C@H](Cc2ccccc2)N(C[C@H]2CCCN2C[C@H](Cc2ccccc2)N2C[C@H](Cc3ccc(O)cc3)N(CCc3ccccc3)C(=O)C2=O)C1=O,-72.6*,-5.1%
CC(=O)Nc1ccc(-c2ccnc3c2CC(C)(C(=O)Nc2cccc(C(C)=O)c2)O3)cc1 (centres undefined),-1.5,-3.6%
O=c1c(-c2cccs2)nc2ccccc2n1C(c1ccccn1)c1nc2ccccc2[nH]1 (centres undefined),29.1,54.3%[activator]
Cn1c(=O)c(-c2ccccc2)cc2ccccc21,21.5,4.8%
O=C(C1=C(O)C(=O)N(CCN2CCOCC2)C1c1cccc([N+](=O)[O-])c1)c1cc2ccccc2o1 (centres undefined),3.8,0.0%
Cc1nnc(NS(=O)(=O)c2ccc(N=Nc3ccc(N)nc3N)cc2)s1,16.7,u
CCCCCCCCN1C(=O)[C@H](CC(=O)N2CCSCC2)C[C@@]2(C(=O)OCC)CCCC=C12,-7.5,-4.8%
Cc1noc(C)c1COc1ccccc1C(=O)NC(C)c1ccc(F)cc1 (centres undefined),33.8,-4.9%
C#C[C@]1(O)CCC2C3CCC4=Cc5oncc5CC4(C)C3CCC21C (some centres undefined),-3.1,-6.3%
ClCCN(CCCl)c1ccc(C2=NCCc3ccccc32)cc1,-73.7*,-17.7%
OC(COc1cccc2ccccc12)CN1CCOCC1 (centres undefined),3.3,-4.2%
Cc1cc2nc(-c3ccccc3)c(Cc3cccc(Cl)c3)n2c(C)c1Br,46.6,-15.5%
CC(C)[C@@H]1Cc2[nH][nH]c(=O)c2[C@H](C(C)C)O1,-19.3,33.4%[activator]
CN(C)c1ccc2c(=O)cc[nH]c2c1,31.6,0.4%
O=C(O)c1cc(N2CCCC2)ccn1,20.6,9.6%
N#CC1c2ccccc2C=CN1C(=O)N(c1ccccc1)c1ccccc1 (centres undefined),-15.2,-28.2%
CCCNC(=O)C1(C)CCN(C(=O)Cc2ccc3ccccc3c2)C1 (centres undefined),15.3,-1.6%
CC1(C(=O)NCCC#N)CCN1C(=O)CC(c1ccccc1)c1ccccc1 (centres undefined),4.0,-0.6%
Cc1nc(-[n+]2nc(-c3ccncc3)nn2-c2ccccc2)sc1C,-33.3,u
O=C(COc1cccc(F)c1)Nc1nc(-c2ccccn2)cs1,-21.3,55.6%[activator]
CC1(C(=O)Nc2ccc3c(c2)OCCO3)CN(S(C)(=O)=O)CC(=O)N1CCc1c[nH]c2ccccc12 (centres undefined),6.8,-9.9%
COC(=O)C1CC(C(=O)OC)C2C(C(=O)OC)CC(C(=O)OC)C12 (centres undefined),-1.5,11.2%
O=C(c1[nH]c(C(F)(F)F)nc1-c1ccccc1)N1CCN(CCN2CCOCC2)CC1,-9.1,5.5%
Cc1ccc(-c2nnc(N3CCN(C(=O)CN4C(=O)c5ccccc5C4=O)CC3)c3ccccc23)cc1,-12.6,-8.7%
O=C(CSc1nc(-c2ccco2)cc(C(F)(F)F)n1)NC1CCCCCCC1,-34.7,-5.6%
O=[N+]([O-])c1cc(-c2ccccc2)cc([N+](=O)[O-])c1O,-86.8*,-6.5%
COc1ccccc1Cc1c(C(C)(C)C)nc2c3ccccc3ccn12,u,-9.3%
COc1ccc(C(=O)OCC(=O)N2c3ccccc3CC2C)cc1S(=O)(=O)N1CCOCC1 (centres undefined),-28.8,3.9%
O=c1[nH]c(=S)[nH]c2c1C(c1ccc(Cl)cc1)OC(CCc1ccccc1)C2 (centres undefined),-1.4,94.0%[activator]
CCOP(=S)(OCC)N1CC1,-4.3,23.2%
Cc1ccc(CC(=O)Nc2cccc(C(=O)Nc3c(C)n(C)n(-c4ccccc4)c3=O)c2)cc1C,-31.6,-8.3%
CCCCNC(=O)c1cc(-c2ccccc2)sc1N,17.9,44.5%[activator]
COc1ccc(-c2csc(C(O)c3ccc(F)cc3)n2)cc1OC (centres undefined),67.6,0.0%
COc1cc(C)ccc1S(=O)(=O)NC(=O)C1(C)CCN1C(=O)Cc1ccccc1Cl (centres undefined),0.0,-9.9%
Cc1ccccc1-c1csc(C(O)c2ccc(F)cc2)n1 (centres undefined),28.1,2.7%
C=CC[C@H]1C(C(=O)OCC)=CC[C@@H](c2ccccc2)N1S(=O)(=O)c1ccc(C)cc1,-27.6,0.0%
O=C(OC1CO[C@H]2O[C@@H]1[C@H](OC(=O)c1ccccc1)[C@H]2OC(=O)c1ccccc1)c1ccccc1 (some centres undefined),41.3,-6.9%
COc1ccccc1Nc1cc2cc(Br)ccc2c(=O)[nH]1,20.8,-0.8%
Cc1ccc(S(=O)(=O)N2CCN(C(=O)c3cc(S(=O)(=O)N4CCOCC4)ccc3Cl)CC2)c(C)c1,0.0,-1.9%
COc1cc(OC)cc(C2=Cc3ccccc3C(CC(=O)c3ccco3)N2c2ccc(-c3ccc(C(N)=O)cc3)cc2)c1 (centres undefined),-24.8,17.2%
C[C@H](CO)N1C[C@H](C)[C@H](CN(C)C(=O)Nc2ccc(C(F)(F)F)cc2)OCc2cnnn2CCCC1=O,10.0,-5.8%
O=C(CN1CCCCCC1)Nc1nc2ccccc2s1,71.8,-3.9%
COc1cc(C2c3cc4c(cc3OC(C)(N3CCCC3)C2C)OCO4)cc(OC)c1OC (centres undefined),-68.0*,-11.7%

# The list is partial. The share of hits here may be higher or lower than overall.
